Screening results (PubChem BioAssay)
SRC3 inh: SRC3 coactivator transcriptional activity inhibitors, primary screen, cell-based, luminescence. hit rate 0.17% among 360,000. AID 588352, 2011. HEK293 GAL4-SRC3 luciferase reporter. inhibition, % at 3.6 µM;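 active = inhibition above a per-campaign cutoff, the mean of all compounds plus 3 SD, cut at about 60% in these data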;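 note: 0% = DMSO-treated cells and 100% = gossypol-treated cells at 36 µM; higher means less SRC3-driven luciferase light from the GAL4 reporter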
CF NFkB inh: inhibitors of PAF-induced NF-kB signaling, primary screen, cell-based, GFP fluorescence, uHTS; hit rate 0.86% among 360,000; KKLEB NF-kB-GFP reporter, GFP fluorescence overnight; inhibition, % at 5 µM;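 active = at least 50% inhibition at 5 µM, scaled per plate between neutral and stimulator controls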;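 note: PAF is a Pseudomonas aeruginosa culture filtrate used as stimulus; plate controls were PAF-stimulated DMSO wells for no effect and unstimulated DMSO wells for full effect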
TWEAK-Fn14 inh: inhibitors of TWEAK-Fn14 signaling, primary screen, luciferase reporter cells, uHTS. AID 1159606, 2016. hit rate 2% among 360,000. TWEAK-stimulated Fn14 reporter cells, luciferase luminescence, 8 h. inhibition, % at 10 µM; in the data active = inhibition above about 50%
KKLEB tox: cytotoxicity in KKLEB CF airway cells, primary screen, cytotoxicity control for CF NF-kB inhibitor project, cell-based, uHTS, fluorescence assay plates; KKLEB CF airway cells viability, ATPlite luminescence, overnight; stronger effect = lower value; cells stimulated with P. aeruginosa culture filtrate; AID 602141, 2011; activity change (cytotoxicity), % at 5 µM; hit rate 0.36% among 360,000;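 active = corrected activity change at or below -50% at 5 µM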
LMP1 NFkB inh: EBV LMP1-driven NF-kappaB luciferase reporter inhibitors, primary screen, cell-based, luminescence, single point. LMP1-induced NF-kappaB luciferase reporter cells. inhibition, % at 12.5 µM. hit rate 0.69% among 350,000. AID 504558, 2011; in the data active = inhibition above about 41%;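 note: 0% = neutral control wells and 100% = reference inhibitor control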
NCOA2 inhibitor: inhibition of GAL4-SRC2 driven luciferase reporter, primary screen, SRC2 inhibitor project, cell-based, luminescence. Nuclear receptor coactivator 2 (Homo sapiens), Q15596. HEK293 GAL4-SRC2 luciferase reporter. inhibition, % at 9 µM. hit rate 0.17% among 370,000. AID 651957, 2012;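 active = inhibition above the mean inhibition of all tested compounds plus 3 SD, set per campaign, cut at about 52% in these data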;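 note: 0% = DMSO treated cells and 100% = cells given Gossypol at 36 µM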
SRC1 inh: SRC1 coactivator transcriptional activity inhibitors, primary screen, cell-based, luminescence; HEK293 GAL4-SRC1 luciferase reporter; inhibition, % at 3.6 µM; hit rate 0.12% among 360,000; AID 588354, 2011;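 active = inhibition above the campaign mean plus 3 SD, with each screening campaign given its own cutoff, cut at about 60% in these data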;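 note: 0% = DMSO treated cells and 100% = gossypol at 36 µM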
TRAIL sens C8: viability loss with TRAIL in NB7+C8 cells, primary screen, TRAIL sensitizer project, cell-based, ATPlite luminescence | AID 624354, 2012 | hit rate 1% among 360,000 | inhibition (viability loss, TRAIL sensitization), % at 10 µM;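 active = compounds causing at least 50% loss of cell viability in the single-dose screen, relative to plate controls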
NR5A2 inv ag: LRH-1 (NR5A2) inverse agonists, primary screen, cell-based, luminescence, HEK293T, StAR-luciferase reporter; LRH-1 transfected, 24 h; hit rate 0.13% among 360,000; inhibition, % at 3.6 µM; Nuclear receptor subfamily 5 group A member 2 (Homo sapiens), O00482; AID 602396, 2012;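 active = inhibition above the mean inhibition of all tested compounds plus 3 SD, cut at about 73% in these data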;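 note: 0% = DMSO wells and 100% = reporter-only cells lacking LRH-1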
NR2F2 inh: NR2F2 transcriptional activity inhibitors, primary screen, cell-based, luciferase reporter, HEK293T, luminescence | COUP transcription factor 2 (Homo sapiens), P24468 | inhibition, % at 8.6 µM | hit rate 0.7% among 370,000 | HEK293T NGFI-A luciferase reporter;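 active = inhibition above a per-plate cutoff, mean inhibition of test wells between control levels plus 3 SD, cut at about 38% in these data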;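 note: cells cotransfected with COUP-TFII expression vector driving the NGFI-A reporter; 0% = median of COUP-TF2 test wells and 100% = reporter-only cells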
Target sequence (P24468 whole entry, looked up): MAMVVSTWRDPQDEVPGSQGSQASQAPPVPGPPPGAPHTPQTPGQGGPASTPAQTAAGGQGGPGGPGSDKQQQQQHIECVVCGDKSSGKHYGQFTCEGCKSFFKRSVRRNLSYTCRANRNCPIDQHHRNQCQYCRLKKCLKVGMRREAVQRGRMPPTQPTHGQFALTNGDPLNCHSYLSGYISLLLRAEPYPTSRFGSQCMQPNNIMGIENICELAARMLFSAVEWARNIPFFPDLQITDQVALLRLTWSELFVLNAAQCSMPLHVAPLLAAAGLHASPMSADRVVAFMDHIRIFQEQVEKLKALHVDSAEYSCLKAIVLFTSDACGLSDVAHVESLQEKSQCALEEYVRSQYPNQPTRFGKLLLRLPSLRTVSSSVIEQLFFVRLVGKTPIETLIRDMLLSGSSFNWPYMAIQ
TROY NFkB inh: inhibitors of TROY-driven NF-kB signaling, primary screen, Q293 LMP1-TROYcd cells, NF-kB luciferase, uHTS | Q293 LMP1-TROYcd NF-kB luciferase reporter, 4 h | inhibition, % at 10 µM | hit rate 0.98% among 360,000;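 active = compounds whose plate-normalised and pattern-corrected inhibition of the luciferase reporter signal at the single screening dose is 50% or more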
An asterisk follows results filed as active; . = no result given. Rows are unselected; 4.2% or so of the library scored in one or more.

SMILES	SRC3 inh	CF NFkB inh	TWEAK-Fn14 inh	KKLEB tox	LMP1 NFkB inh	NCOA2 inhibitor	SRC1 inh	TRAIL sens C8	NR5A2 inv ag	NR2F2 inh	TROY NFkB inh
CN(C1CCCCC1)S(=O)(=O)c1cn(C)c(=O)n(C)c1=O	5	-2	0	7	2	6	-1	-16	20	11	-3
Cc1ccc(S(=O)(=O)c2nc(S(=O)(=O)c3ccccc3)sc2N2CCN(C)CC2)cc1	19	14	33	-4	-8	-6	-17	12	10	0	-11
Cc1ccc(-c2ccc(CCC(=O)O)n2NC(=O)c2ccco2)cc1	-15	-15	77*	5	4	-15	-4	1	6	-5	.
O=C(CN1CCN(c2ccccc2O)CC1)Nc1cc([N+](=O)[O-])ccc1Cl	12	-10	13	2	-8	12	3	15	4	2	12
CCc1c(C)nc2ncnn2c1NCc1cccs1	-3	-3	10	1	5	13	-3	6	-14	18	10
Cc1ccc(-n2nc(C)c3c(C)c(CCC(=O)NCC4CCCO4)c(=O)n(C)c32)cc1 (configuration not stated)	-4	4	20	4	12	14	-8	8	-10	7	6
COCCN1CN=C(NS(=O)(=O)c2ccc(C)cc2)NC1	-12	-4	3	7	5	-4	-6	11	16	6	-11
C[C@@H]1CN([C@H](C)CO)C(=O)c2cccc(NS(=O)(=O)c3cccs3)c2O[C@H]1CN(C)Cc1ccccc1	1	17	-10	-10	9	4	-4	-12	9	12	-9
CC(C)C(N)c1csc(Nc2nncc3ccccc23)n1 (configuration not stated)	-54	6	-15	-11	.	-19	-47	-1	-68	-24	-22
COc1ccc(Cl)cc1NC(=O)CN(C)C(=O)c1sc2ccccc2c1Cl	14	4	13	-23	-1	-15	7	11	-2	9	6
Cc1ccc(N2CS(=O)(=O)/C(=C/N(C)C)C2=O)cc1	-81	1	10	-3	-17	-46	-77	25	-115	-48	-45
C[C@]12C(=O)N(c3cccc(F)c3)C(=O)N1[C@H]1c3ccccc3OC[C@@H]1[C@H]2c1ccccc1	22	37	-37	12	5	25	16	20	18	10	7
CC(C)(C)C1N=C(c2ccc3ccccc3c2)OC1=O (configuration not stated)	10	-4	8	-5	-2	-18	-59	-24	8	22	-15
O=C(O)c1cc(Cl)ccc1OS(=O)(=O)c1ccc(Cl)s1	2	8	-12	-4	1	12	-15	2	9	16	4
CC12CCC3C(CCC4N(CCO)CCC34C)C1CCC2O (configuration not stated)	-14	11	94*	2	8	20	3	1	-3	18	-7
C/C(CC(=O)NCc1ccco1)=N\NC(=O)COc1ccc(C)cc1	13	14	-4	-4	9	15	1	26	-6	-2	-6
COc1ccc(-c2nn(-c3ccccc3)cc2C(=O)N2CCN(C(=O)c3ccco3)CC2)cc1	-9	-2	-1	2	-1	-3	-10	-18	2	13	0
COCc1cc(C)nc(OCC(=O)N/N=C/c2cc(C)n(-c3c(C)cccc3C)c2C)c1C#N	1	4	3	1	19	9	-14	4	-11	4	-3
O=C1c2ccccc2S(=O)(=O)c2cc(C(=O)N3CCN(C(=O)c4ccccc4)CC3)ccc21	-48	-18	-51	-13	5	-15	3	-9	-10	-6	-4
CN1CCN(c2ccc(CNC(=O)C3Cc4c(-c5ccc6c(c5)OCO6)ccnc4O3)cc2)CC1 (configuration not stated)	0	-18	-1	5	.	-23	-13	5	-16	-4	1
O=C(O)CC1(CC(=O)Nc2cc3ccccc3cn2)CCCCC1	10	5	11	-11	.	-3	13	-3	-6	-1	-9
CCc1cccc(CC)c1N(COC)C(=O)Cn1ccccc1=N	2	4	20	-2	-9	-10	-8	-3	1	11	-24
CCC(C)NC(=O)CCC(=O)Nc1ccc2nc(N3CC(C)CC(C)C3)cc(C)c2c1 (configuration not stated)	9	9	-2	-6	27	-16	-14	2	-1	8	-12
CCOC(=O)N1CCC(N2CC34C=CC(O3)C(C(=O)O)C4C2=O)CC1 (configuration not stated)	-19	5	-7	7	-13	-6	-2	0	-12	-6	-12
CC(C)OC(=O)c1cc(C(=O)c2cc(F)ccc2O)coc1=N	11	1	2	14	-13	-18	15	7	20	2	3
Following part
SMILES	SRC3 inh	CF NFkB inh	TWEAK-Fn14 inh	KKLEB tox	LMP1 NFkB inh	NCOA2 inhibitor	SRC1 inh	TRAIL sens C8	NR5A2 inv ag	NR2F2 inh	TROY NFkB inh
COC(=O)C(C)Sc1nnc2n(-c3cccc(C)c3)c(=O)c3c4c(sc3n12)CCCC4 (configuration not stated)	-1	-12	-3	-1	-1	7	4	2	21	-19	-3
CCOC(=O)C1CCN(C(=O)C2COc3ccccc3O2)CC1 (configuration not stated)	8	-9	6	-2	-4	-12	4	-22	9	1	2
c1ccc(-c2nc3nc4ccccc4nc3n2CC2CCCO2)cc1 (configuration not stated)	1	6	10	-2	2	8	-11	3	-4	-22	-50
Cc1cc(Cl)ccc1C(O)c1ncc(-c2ccc(C(F)(F)F)cc2)[nH]1 (configuration not stated)	11	15	-3	-13	.	1	4	4	6	8	18
O=C(NCc1ccncc1)C1CCN(S(=O)(=O)c2cccc(C(F)(F)F)c2)CC1	-21	2	-4	-4	1	5	0	0	17	16	13
CC1(Cc2ccccc2F)C(=O)Nc2c(Cl)ccc(Cl)c21 (configuration not stated)	12	3	4	-20	.	2	21	-7	2	17	11
COc1cccc(NC(=O)CCC2CCN(C(=O)c3cncs3)CC2)c1	11	20	-2	-10	-6	6	-11	2	-11	-6	6
COc1ccc(CN=Cc2c(C(F)(F)F)[nH][nH]c2=O)cc1	14	14	-14	-1	10	4	-5	-13	3	-2	8
COc1cc(-n2c(=O)c3ccccc3n(Cc3cccc(C)c3)c2=O)cc(OC)c1OC	-6	10	-9	-14	-3	-10	-3	12	-7	1	0
O=C(COC(=O)COc1ccc(Br)cc1)NC1CCCC1	6	-4	-2	7	1	3	-4	-18	5	-3	-16
Cc1cccc(N2C(=O)CC(SC(N)=Nc3ccccc3)C2=O)c1 (configuration not stated)	1	11	10	-1	3	18	-31	-1	-4	10	4
COc1cnn(-c2ccc(F)cc2)c(=O)c1Br	1	-2	-12	0	-16	-15	-30	1	-4	-8	-4
Clc1ccc(CSc2nnc3ccccn23)c(Cl)c1	-44	-7	1	2	-3	-34	-40	-2	-85	-26	-43
FC(F)(F)c1cccc(Cc2noc(CN3CCCC(CN4CCCC4)C3)n2)c1 (configuration not stated)	23	-11	18	10	3	-8	2	7	9	22	29
O=C(Cc1ccccc1)Nc1nc(-c2ccc(F)c(F)c2)cs1	-15	-46	40	11	-2	13	-8	12	1	7	16
CCc1cccc(CC)c1NC(=O)c1ccc(-c2cc(Cl)ccc2Cl)o1	-10	0	-9	-5	.	-13	-15	-5	-38	-10	-7
Cn1c(N2CCN(c3ccccn3)CC2)nc2c1c(=O)n(Cc1ccccc1Cl)c(=O)n2C	-34	13	17	3	3	-11	7	-2	-10	3	27
CCCCOc1ccc(N(CC(=O)NC(C)(C)CC)C(=O)CCC(=O)Nc2ccccn2)cc1	6	9	18	3	2	3	-12	10	12	20	-14
CCc1ccccc1N(CC(=O)NCc1ccccc1)C(=O)CCC(=O)Nc1ccccn1	8	-4	16	-1	-2	-27	-12	-9	10	-6	-2
O=C(Nc1ccc(S(=O)(=O)Nc2ncccn2)cc1)c1cccnc1	-43	24	-26	-6	5	-76	-70	-5	-57	-43	-43
N/C(=N\OC(=O)c1cccc(Br)c1)c1ccccc1	-90	9	36	3	-52	-30	-96	89*	-34	-28	-47
CCc1nc2ccc(C(=O)NCCCN3CCCC3=O)cn2c1N(C)Cc1ccc(OC)cc1	16	9	-30	-7	.	-12	3	-5	17	7	2
CC(OC(=O)C1CC1)C(=O)Nc1ccc([N+](=O)[O-])cc1Cl (configuration not stated)	-9	-16	-5	7	-3	7	-8	-10	-15	0	20
COc1ccc(N2C(=O)CC(N3CCN(c4ccc(S(=O)(=O)N5CCCC5)cc4)CC3)C2=O)cc1 (configuration not stated)	1	-6	4	-2	11	4	2	-4	7	3	17
